Assay outcomes: PubChem, Sanford-Burnham Center for Chemical Genomics
SENP6 block – SENP6 protease inhibition | Q9GZR1 | Recombinant SENP6 catalytic domain, aminoluciferin luminescence | inhibition, % at 10 µM | 1.8% of 330,000 active;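 active = inhibition above about 50% at the single tested dose, limit read from the data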;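 note: plate controls were DMSO wells with enzyme for no effect and DMSO wells lacking enzyme for full effect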
Target sequence (Q9GZR1 628-1112 limits assumed): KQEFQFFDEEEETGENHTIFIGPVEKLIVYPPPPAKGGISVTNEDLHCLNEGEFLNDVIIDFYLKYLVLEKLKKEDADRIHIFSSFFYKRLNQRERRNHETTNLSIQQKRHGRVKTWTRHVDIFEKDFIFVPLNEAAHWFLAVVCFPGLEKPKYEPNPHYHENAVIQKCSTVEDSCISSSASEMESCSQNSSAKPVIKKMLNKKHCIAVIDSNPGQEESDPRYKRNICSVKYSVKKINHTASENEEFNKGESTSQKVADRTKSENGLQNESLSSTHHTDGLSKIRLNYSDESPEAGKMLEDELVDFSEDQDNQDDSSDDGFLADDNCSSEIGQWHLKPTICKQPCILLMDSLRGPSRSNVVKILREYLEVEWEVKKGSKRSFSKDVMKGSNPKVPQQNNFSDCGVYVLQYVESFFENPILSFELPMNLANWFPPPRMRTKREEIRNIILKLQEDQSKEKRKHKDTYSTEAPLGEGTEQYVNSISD
PfGluPho inh – PfG6PD (Plasmodium falciparum) enzyme inhibition | PfGluPho enzyme, NADPH resazurin-diaphorase fluorescence | inhibition, % at 20 µM | 0.78% of 350,000 active;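 active = inhibition reaching at least a set limit at 20 µM in the primary screen, cut at about 59% in these data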;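 note: 0% = DMSO wells with substrate and 100% = DMSO wells lacking glucose-6-phosphate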
HKDC1 inhibitor – inhibitors of human hexokinase HKDC1 | 0.16% of 340,000 active | recombinant HKDC1, G6PDH/diaphorase resazurin coupled fluorescence | Q2TB90 | inhibition, % at 20 µM;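 active = inhibition above about 35% when tested at 20 µM, limit read from the data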;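 note: plate controls were DMSO wells with enzyme for no effect and DMSO wells lacking enzyme for full effect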
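Test system: Recombinant HKDC1 (HK5) hexokinase enzyme, produced in-house | Input: HKDC1 at 5 µg/mL | Buffer or medium: Tris pH 8.0 buffer with MgCl2, Tween-20, BSA, BME | Schedule: 90 min reaction incubation at room temperature, dark | Technique: Resazurin-to-resorufin fluorescence via G6PDH and diaphorase coupling, 525/613 nm | Controls: DMSO wells with and without enzyme mix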
SENP7 inh – inhibitors of human SENP7 protease. Q9BQF6. recombinant SENP7, Z-RLRGG-aminoluciferin luminescence, 40 min. inhibition, % at 5 µM. 1.5% of 330,000 active. AID 434973;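 active = inhibition above about 50% at the single test dose, limit read from the data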;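 note: plate controls were DMSO with enzyme for no effect and no enzyme buffer wells for full effect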
Target sequence (Q9BQF6 706-1050 limits assumed): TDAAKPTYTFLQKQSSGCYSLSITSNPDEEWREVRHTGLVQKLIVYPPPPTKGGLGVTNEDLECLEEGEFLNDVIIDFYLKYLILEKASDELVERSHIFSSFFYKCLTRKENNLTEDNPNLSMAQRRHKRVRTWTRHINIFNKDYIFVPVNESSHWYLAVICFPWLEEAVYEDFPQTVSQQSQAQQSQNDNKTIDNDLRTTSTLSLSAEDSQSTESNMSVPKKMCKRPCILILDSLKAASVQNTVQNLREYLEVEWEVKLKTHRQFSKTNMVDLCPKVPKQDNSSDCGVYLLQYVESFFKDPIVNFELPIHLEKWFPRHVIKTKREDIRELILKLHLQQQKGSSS
SENP1 inh – blocks the human SENP1 SUMO protease catalytic domain; Q9P0U3; recombinant SENP1 catalytic domain, CyPet-SUMO1-YPet FRET cleavage; inhibition, % at 10 µM; 0.21% of 360,000 active;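 active = inhibition at least 30% at 10 µM, raw YFP signal under a set limit, fluorescence ratio 0.5 to 1.5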;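 note: 0% = enzyme with DMSO and 100% = no enzyme wells; some results filed as inactive read as strong as hits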
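Test system: recombinant human SENP1 catalytic domain, His6-tagged / Medium: pH 8 Tris buffer with EDTA, NaCl, BME, BSA, NP40, catalase / Also added: SUMO1 FRET substrate flanked by Cypet and Ypet, 25 nM / Times: 50 min reaction at room temperature / Signal: FRET, CFP and YFP emission / Control set: no-enzyme low control and enzyme-plus-DMSO high control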
SENP8 block-1 – blocks the human protease SENP8. Q96LD8. purified SENP8, Z-RLRGG-aminoluciferin cleavage, luminescence. inhibition, % at 10 µM. 1.2% of 330,000 active. AID 2540; in the data active = inhibition above about 50%
Target sequence (Q96LD8 whole entry, looked up): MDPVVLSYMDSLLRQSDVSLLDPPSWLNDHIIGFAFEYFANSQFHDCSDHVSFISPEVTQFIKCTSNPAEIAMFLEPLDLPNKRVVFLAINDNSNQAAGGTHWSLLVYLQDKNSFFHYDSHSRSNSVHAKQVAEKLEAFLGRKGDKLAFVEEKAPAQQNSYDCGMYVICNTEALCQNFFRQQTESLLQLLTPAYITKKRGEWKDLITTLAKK
Apaf-1 inh – blocks human Apaf-1 apoptosome activity | O14727 | reconstituted apoptosome caspase-3 activity, DEVD-Rh110 fluorescence | inhibition, % at 20 µM | 0.71% of 330,000 active | AID 489030; active = inhibition of at least 40% at 20 µM;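 note: plate controls were DMSO wells for no effect and DEVD-CHO caspase inhibitor wells for full effect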
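Medium: Hepes buffer, pH 7.5 / System: biochemical Apaf-1 apoptosome reconstitution / Measured by: Rh110 fluorescence, excitation 480 nm, emission 540 nm / Times: compound with Apaf-1, dATP, procaspase-3 30 min, then 50 min reaction, room temperature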
NALP3 yeast inh – inhibitors of NALP3 inflammasome in yeast | inhibition, % at 10 µM | 0.39% of 330,000 active | Yeast reconstituted NLRP3/ASC/caspase-1, beta-gal luminescence, 24 h;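 active = inhibition of 50% or more; inactive = inhibition below 50%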;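 note: plate controls were induced DMSO wells for no effect and uninduced yeast grown without galactose for full effect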
SENP8 block-2 – SENP8 (human) protease inhibition. recombinant SENP8, Nedd8 substrate fluorescence. inhibition, % at 20 µM. 0.64% of 360,000 active. AID 602440; in the data active = inhibition mostly above about 40%, no sharp cut-off; inactive = mostly below about 27%
An asterisk follows results filed as active; . = no result given.

SMILES	SENP6 block	PfGluPho inh	HKDC1 inhibitor	SENP7 inh	SENP1 inh	SENP8 block-1	Apaf-1 inh	NALP3 yeast inh	SENP8 block-2
Cc1cc(NC(=O)CN2C(=O)NC3(CCCCC3)C2=O)ccc1N1CCCC1	-3.7	18.9	-3.0	3.1	-7.9	-2.6	-5.2	21.8	5.0
COc1cc(CN(C)C)cc(C=O)c1O	-11.4	18.9	-4.8	-4.7	-1.0	-0.5	10.1	-30.9	13.3
COc1cc(NC(=S)N2CCCC(CO)C2)c(OC)cc1Cl (stereo unspecified)	2.2	24.1	-2.4	5.8	0.5	5.3	-9.9	-7.1	13.0
CCOC(=O)c1cc2sccc2n1CC(=O)N1c2ccccc2CC1C (stereo unspecified)	-6.5	-21.6	-8.9	4.3	-0.4	-2.5	-7.1	13.7	6.2
Cc1nn(-c2ccccc2)c(C)c1C(=O)OCc1ccc(C#N)cc1	-28.9	0.4	-2.0	-4.8	0.9	-9.4	15.0	18.8	7.3
COc1ccc(Cl)cc1C(=O)OCC(=O)NCc1cccs1	-5.9	-4.6	-0.8	-6.9	3.3	-1.1	-7.3	23.0	7.8
Cc1cccc(N2CCN(c3nc4ccccc4n4cnnc34)CC2)c1C	-9.1	26.1	-3.5	-4.9	-0.3	3.7	18.3	16.9	-60.0
CC(=O)NC12CC3CC(C1)CC(C(=O)N1CCN(c4ncccn4)CC1)(C3)C2	-11.0	-1.4	-4.1	-6.2	0.7	-4.0	-8.9	13.7	-12.4
Cc1cc(C)c(C#N)c(SCC(=O)Nc2cc(C)on2)n1	4.7	2.3	-8.0	-7.8	-18.9	8.1	-9.4	10.3	-475.2
NC(=O)Cn1ccc(O)c(Cc2ccc(Cl)cc2Cl)c1=O	2.0	2.4	-5.3	-3.0	-1.1	-3.1	0.9	18.4	9.1
COc1ccc(S(=O)(=O)c2nnn(-c3cccc(OC)c3)c2N)cc1	-9.6	12.2	3.6	6.3	-0.4	-0.5	-8.8	6.3	2.5
CCCOC(=O)c1ccc(NC(=O)COC(=O)C2CCN(c3ccc(C(F)(F)F)cn3)CC2)cc1	.	14.1	3.1	.	-3.8	.	.	.	-29.8
COc1ccccc1NCC(=O)Nc1cc(S(=O)(=O)N2CCOCC2)ccc1N1CCOCC1	0.2	8.2	-0.5	8.7	1.9	-3.9	-2.1	-11.3	22.4
Fc1ccc(OCCCCCN2CCCC2)cc1	5.7	13.6	-11.3	3.5	-3.0	4.7	0.2	20.8	17.6
C#CCOCCOCCOCCNc1nc(N2CCOCC2)nc(N2CCN(C(=O)[C@H](CCCCN)n3cc(CCCC)nn3)CC2)n1	.	13.7	-4.7	.	-0.1	.	.	.	15.8
O=C(CCC(=O)N1CCCc2ccccc21)N1CCN(S(=O)(=O)c2ccccc2)CC1	-10.2	-1.7	1.6	-1.7	0.4	-4.0	-0.2	5.3	17.0
Cc1c(C)c2c(OCC(=O)NCC(=O)NCC(=O)O)cc3c(c2oc1=O)CCC(C)(C)O3	2.8	15.5	3.3	5.7	1.8	6.8	-2.6	6.7	-268.8
COc1cccc(OCCOCCOc2ccc(C)cc2[N+](=O)[O-])c1	11.6	15.2	-4.0	2.6	0.9	2.5	14.2	44.1	15.3
COc1ccc(NC(=O)c2cc(OC)c(OC)c(OC)c2Br)cc1OC	0.7	0.3	12.6	7.7	2.4	-1.1	2.7	10.7	3.0
CC(C(=O)Nc1ccc([N+](=O)[O-])cc1Cl)N1CCN(S(=O)(=O)c2cccs2)CC1 (stereo unspecified)	-8.2	12.0	0.8	0.3	2.2	5.6	-1.1	22.1	14.8
Cc1ccc(C(=O)N/N=c2\oc3ccccc3cc2C(N)=O)cc1	1.2	1.3	1.0	-1.0	-0.5	7.2	2.9	13.1	4.4
CN(Cc1cccs1)C(=O)Cc1c[nH]c2ccccc12	-17.9	-6.1	-3.1	1.5	1.4	-2.7	-2.8	14.5	5.8
COc1ccc(C2=Nn3c(nnc3-c3ccco3)SC2)cc1	2.5	10.5	7.3	5.9	2.4	-2.2	2.5	5.1	12.3
Cc1ccc(N2CC(C(=O)N3CCC(C(=O)Nc4nnc(C(C)C)s4)CC3)CC2=O)cc1 (stereo unspecified)	-9.5	-1.1	-6.6	-1.7	-0.5	-4.4	8.5	-0.5	8.0
CCCN1C(=S)c2ccccc2C1c1ccccc1 (stereo unspecified)	22.7	-7.5	4.1	-4.2	1.9	0.6	5.4	-69.2	3.8
CCOc1ccc(OCc2ccc(C(=O)N(CC)CC)cc2)cc1	30.8	5.0	-8.1	-4.2	3.0	14.6	4.7	19.7	1.3
[O-]c1n[n+](-c2ccc(Cl)cc2Cl)cc2ccccc12	9.1	-14.6	0.8	9.2	1.7	2.8	13.0	0.8	11.9
Cc1cccc(N(C(=O)c2csnn2)C(C(=O)NC(C)(C)C)c2ccncc2)c1 (stereo unspecified)	-10.1	-14.0	11.0	-10.3	2.6	-10.0	-11.0	4.4	14.4
COc1cccc(C(=O)NCCCNC(=O)c2cccnc2)c1	0.5	12.3	-3.3	1.9	0.1	0.3	2.8	-7.7	3.0
CCOC(=O)N1CCN(C(=O)C2CCN(S(=O)(=O)c3ccc(OC)cc3)CC2)CC1	-8.5	-3.7	-8.7	2.4	-0.2	4.8	-3.1	-2.5	2.8
COCCN(C(=O)CCl)C(C(=O)NC1CCCCC1)c1ccccc1C (stereo unspecified)	8.4	4.8	0.4	11.2	0.7	0.7	-6.7	10.9	11.0
O=C(/C=C/c1ccc(O)c(O)c1)OC(Cc1ccc(O)c(O)c1)C(=O)O (stereo unspecified)	3.2	33.6	7.9	-3.2	-30.7	-5.3	0.1	7.2	1.1
COc1ccc(S(=O)(=O)N(NC2=NS(=O)(=O)c3ccccc32)C(=O)C(C)C)cc1	-18.1	-31.0	-2.1	-7.3	2.2	-14.2	-5.6	13.2	8.8
Cc1cccc(OCC(=O)NCc2nnc3ccc(C(F)(F)F)cn23)c1C	-9.4	-4.6	-0.7	-3.3	-40.0	6.2	-2.5	7.1	-31.9
O=C(c1ccccc1)c1ccc(Cn2cc(CCCO)nn2)cc1	-2.4	5.4	-5.5	6.6	1.5	8.2	-0.7	9.4	10.9
NCc1c(O)ccc2ccccc12	-4.9	.	.	-2.5	.	2.2	5.2	10.8	.
CCOC(=O)C1CCCN(S(=O)(=O)c2cc3c(cc2Cl)NC(=O)CO3)C1 (stereo unspecified)	-2.5	10.8	-4.1	2.4	0.5	-6.0	8.5	14.0	3.5
CCCC(=O)NC(=S)Nc1cccc2c(O)cccc12	13.5	26.2	9.8	-0.7	-5.8	-5.8	6.2	11.9	13.0
COC(=O)c1cccnc1Oc1ccccc1	-14.4	7.8	0.2	13.3	1.2	-3.6	-19.1	-23.9	20.4
O=C(c1nnc(Cc2ccc(Cl)cc2)o1)N1CCOCC1	4.4	3.8	1.8	-4.1	0.4	-6.1	2.5	8.5	2.1

Ordered by count of non-hydrogen atoms (largest number first): part of the list above.
SMILES	SENP6 block	PfGluPho inh	HKDC1 inhibitor	SENP7 inh	SENP1 inh	SENP8 block-1	Apaf-1 inh	NALP3 yeast inh	SENP8 block-2
COc1ccc(S(=O)(=O)N(NC2=NS(=O)(=O)c3ccccc32)C(=O)C(C)C)cc1	-18.1	-31.0	-2.1	-7.3	2.2	-14.2	-5.6	13.2	8.8
COCCN(C(=O)CCl)C(C(=O)NC1CCCCC1)c1ccccc1C (stereo unspecified)	8.4	4.8	0.4	11.2	0.7	0.7	-6.7	10.9	11.0
O=C(c1nnc(Cc2ccc(Cl)cc2)o1)N1CCOCC1	4.4	3.8	1.8	-4.1	0.4	-6.1	2.5	8.5	2.1

(list continues)
SMILES	SENP6 block	PfGluPho inh	HKDC1 inhibitor	SENP7 inh	SENP1 inh	SENP8 block-1	Apaf-1 inh	NALP3 yeast inh	SENP8 block-2
O=[N+]([O-])c1ccc(COc2ccc(Br)cc2CN2CCOCC2)cc1	6.6	65.3*	-5.2	1.1	-1.5	0.0	7.8	30.3	8.9
COc1ccccc1C(=O)N1CCNC(=O)C1CC(=O)Nc1cccc(C)c1 (stereo unspecified)	-7.9	-12.1	-16.9	-10.0	1.1	-9.1	1.7	-4.5	5.4
COc1cc(C)ccc1OCCCOc1ccccc1Cl	-9.1	16.7	-0.7	-4.9	0.0	-6.0	9.4	11.7	6.1
CCCOc1ccc(N2C(=O)CC(SC(=NCC)Nc3cccc(F)c3)C2=O)cc1 (stereo unspecified)	13.0	5.2	-1.3	13.7	1.2	-1.8	7.3	10.0	11.3
O=C(Nn1cnc2ccccc2c1=O)c1ccccc1[N+](=O)[O-]	-15.6	9.4	-2.8	4.9	2.0	-2.8	2.8	11.7	0.4
CN(C)C(=S)NC(=O)C12CC3CC(C)(CC(C)(C3)C1)C2	-20.2	4.6	-5.8	6.5	3.7	3.1	9.5	12.6	10.7
C[C@@H]1COC(=O)[C@@H](CC(=O)OC(C)(C)C)C/C=C\C[C@@H](CC(=O)N(CCO)Cc2ccccc2)C(=O)N1	-2.0	6.5	-6.8	3.7	1.2	4.3	-10.5	1.7	10.1

Nothing new here: an excerpt of the list.
SMILES	SENP6 block	PfGluPho inh	HKDC1 inhibitor	SENP7 inh	SENP1 inh	SENP8 block-1	Apaf-1 inh	NALP3 yeast inh	SENP8 block-2
CN(Cc1cccs1)C(=O)Cc1c[nH]c2ccccc12	-17.9	-6.1	-3.1	1.5	1.4	-2.7	-2.8	14.5	5.8
COc1ccc(C2=Nn3c(nnc3-c3ccco3)SC2)cc1	2.5	10.5	7.3	5.9	2.4	-2.2	2.5	5.1	12.3
Cc1ccc(N2CC(C(=O)N3CCC(C(=O)Nc4nnc(C(C)C)s4)CC3)CC2=O)cc1 (stereo unspecified)	-9.5	-1.1	-6.6	-1.7	-0.5	-4.4	8.5	-0.5	8.0
CCCN1C(=S)c2ccccc2C1c1ccccc1 (stereo unspecified)	22.7	-7.5	4.1	-4.2	1.9	0.6	5.4	-69.2	3.8
CCOc1ccc(OCc2ccc(C(=O)N(CC)CC)cc2)cc1	30.8	5.0	-8.1	-4.2	3.0	14.6	4.7	19.7	1.3
[O-]c1n[n+](-c2ccc(Cl)cc2Cl)cc2ccccc12	9.1	-14.6	0.8	9.2	1.7	2.8	13.0	0.8	11.9
Cc1cccc(N(C(=O)c2csnn2)C(C(=O)NC(C)(C)C)c2ccncc2)c1 (stereo unspecified)	-10.1	-14.0	11.0	-10.3	2.6	-10.0	-11.0	4.4	14.4
